Source: PubChem BioAssay
AmpC inh detg: inhibitors of E. coli AmpC beta-lactamase with detergent; P00811; AmpC hydrolysis of nitrocefin, absorbance 480 nm, 0.01% Triton; Potency, µM (doses to about 114 µM), for the others: at the highest dose activity change, negative = inhibition, actives largely listed as inhibitors; actives 0.041% (n = 370,000);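 further: potency means the concentration at half of the fitted maximal effect; 0% = no-compound wells and -100% = no-enzyme wells; nearly all actives have a fitted effect of over 25% in size; some results filed as inactive show a strong effect at the top dose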
Target sequence (P00811 whole entry, looked up): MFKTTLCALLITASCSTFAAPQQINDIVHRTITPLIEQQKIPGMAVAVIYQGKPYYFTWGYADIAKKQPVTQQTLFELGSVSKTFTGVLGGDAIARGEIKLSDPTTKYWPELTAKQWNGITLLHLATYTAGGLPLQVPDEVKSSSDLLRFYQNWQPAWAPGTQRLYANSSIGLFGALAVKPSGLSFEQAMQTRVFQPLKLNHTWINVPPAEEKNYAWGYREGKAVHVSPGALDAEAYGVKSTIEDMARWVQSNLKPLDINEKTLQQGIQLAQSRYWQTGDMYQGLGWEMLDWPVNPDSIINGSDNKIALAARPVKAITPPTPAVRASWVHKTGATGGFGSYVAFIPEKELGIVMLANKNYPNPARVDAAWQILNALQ
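20 mM phosphate pH 7.0 + 0.01% (detergent screen) or 0.0001% Triton X-100; 5.3 nM AmpC reagent; cpd preinc 15 min RT; nitrocefin (800 uM stock) to start; A480 q20 s × 4 min; Activity was normalised to no-enzyme and no-compound control wells.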
AmpC no deterg: inhibitors of E. coli AmpC beta-lactamase without detergent. AID 485341. AmpC nitrocefin hydrolysis, absorbance 480 nm, 0.0001% Triton. P00811. actives 0.52% (n = 330,000). Potency, µM (doses to about 57.1 µM), for the others: at the top dose activity change, negative = inhibition, hits mostly inhibitors;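 further: potency means the concentration at half of the fitted maximal effect; plate controls were no compound for no effect and no enzyme for full effect; nearly all actives have a fitted effect of over 20% in size; some results filed as inactive show a strong effect at the top dose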
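AmpC (5.3 nM in the dispensed reagent) in 20 mM phosphate pH 7.0 with 0.01% (detergent screen) or 0.0001% Triton X-100 was preincubated with compounds for 15 min at room temperature. Nitrocefin was then added from an 800 uM solution, and hydrolysis was followed at 480 nm.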
Shiga toxin inh: Shiga toxin inhibition; Vero cells, Shiga toxin protein synthesis inhibition reporter; inhibition, % at 38.7 µM; actives 9.2% (n = 290,000); in the data active means inhibition mostly above about 28%, no sharp cut-off; inactive means mostly below about 43%; further: 0% is about no effect
FBPA Giardia inh: Giardia lamblia aldolase inhibition; actives 0.71% (n = 290,000); A8B2U2; purified Giardia FBPA; Potency, µM (series often up to 59.6 µM), for the others: at the top dose activity, negative = inhibition, most hits filed as inhibitors; further: potency means the concentration at half of the fitted maximal effect; on the % scale 0 is the no-effect control and ±100 the full control effect; nearly all actives have a fitted effect of over 55% in size
Target sequence (A8B2U2 whole entry, looked up): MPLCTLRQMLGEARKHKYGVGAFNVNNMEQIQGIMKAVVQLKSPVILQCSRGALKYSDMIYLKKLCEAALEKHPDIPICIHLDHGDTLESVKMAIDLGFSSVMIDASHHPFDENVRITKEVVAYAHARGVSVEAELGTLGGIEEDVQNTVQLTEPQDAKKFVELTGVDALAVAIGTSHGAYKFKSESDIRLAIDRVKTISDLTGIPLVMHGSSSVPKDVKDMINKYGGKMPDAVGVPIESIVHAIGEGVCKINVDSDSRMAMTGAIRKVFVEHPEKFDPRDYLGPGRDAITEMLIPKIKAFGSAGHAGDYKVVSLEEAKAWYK
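Giardia FBPA (40 nM reagent) was preincubated 10 min at RT with compound (up to 57.5 uM final), then substrate plus GAPDH/TPI/NAD/arsenate coupling system with diaphorase/resazurin was added; resorufin fluorescence (525/598 nm) was read after 20 min.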
CHX counter: counter-screen for Shiga toxin inhibitors: cycloheximide protein synthesis inhibition. cell reporter, cycloheximide protein synthesis inhibition counterscreen. max response, %. actives 12% (n = 300,000). AID 2314; in the data active means max response mostly above about 13%, no sharp cut-off; inactive means mostly below about 14%; further: read at 38.3 µM for the half of the compounds with a filed dose; 0% is about no effect
HCMV inh: inhibitors of human cytomegalovirus; HFF cells, HCMV-luciferase reporter, 72 h; active compounds read low; activity change, negative = inhibition, % at 57.5 µM; actives 4.5% (n = 410,000); in the data active means activity change below about -60%; inconclusive means no clear call, values can overlap the other calls; inactive means above about -39%; further: on the % scale 0 is the no-effect control and ±100 the full control effect
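Two-dose cell screen: HFF monolayers treated with compounds and infected with luciferase-expressing HCMV at 1 PFU/cell, 72 h at 37C, then lysed for luciferase measurement.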
AMA1-RON2 inh: inhibitors of Plasmodium falciparum AMA1-RON2 interaction. AlphaScreen AMA1-biotinylated RON2 peptide binding. Potency, µM (titrated, usually from 58.2 µM), without a hit: at the top dose activity change, negative = inhibition, usual class: inhibitors. actives 0.2% (n = 360,000);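 further: potency means the concentration at half of the fitted maximal effect; 0% = vehicle wells and -100% = peptide control; nearly all actives have a fitted effect of over 45% in size; some results filed as inactive show a strong effect at the top dose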
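AMA1 (3D7) with his tag at 25 nM final met compounds first, then biotinylated RON2 peptide at 25 nM; detection used donor plus acceptor beads, 10 µg/mL apiece, read by AlphaScreen after 30 min at room temperature.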
* hit, by the source's call; ? = inconclusive; nt = no result given; & = joins results of further samples; [ ] = remark or other dose. Unless noted, the call rests on the fitted dose curve; in most records, active means well fitted curve in the direction sought with a large enough effect; inconclusive means small, poorly fitted or top-dose-only effect, or another doubt; inactive means no such curve, though single readings can be large; an effect the other way counts as inactive or inconclusive.

no. | compound | AmpC inh detg | AmpC no deterg | Shiga toxin inh | FBPA Giardia inh | CHX counter | HCMV inh | AMA1-RON2 inh
1 | O=C(NCCN1CCCC1)C1(S(=O)(=O)c2ccc(Cl)cc2)CC1 | 0.3% | 25.3% | 34.6 | -5.6% | -3.3 | 76.6 | 0.0%
2 | COc1ccccc1C(C(=O)NC1CCCCC1)N(C(=O)c1csnn1)C1CC1 (stereo not given) | ? | 2.7% | -13.0 | -5.9% | -0.3 | -26.7 | 15.5%
3 | CCC(C(=O)O)n1cnc2scc(-c3ccc(C)c(C)c3)c2c1=O (stereo not given) | -6.9% | 25.9% | 35.5 | 8.5% | -3.7 | -10.1 | 0.0%
4 | COC(=O)c1ccc2c(c1)NC(=O)C(N1CCCC1)S2 (stereo not given) | ? | -9.7% | -11.8 | -4.0% | 1.0 | 78.3 | 36.9%[activator]
5 | O=C(CN1C(=O)NC2(CCCCC2)C1=O)NNC(=O)C1CC1 | 0.3% | -13.5% | nt | nt | nt | 6.9 | -7.3%
6 | O=C(O)c1cccc(NS(=O)(=O)c2ccc3c(c2)OCCCO3)c1 | ? | -6.2% | -14.1 | ? | -1.7 | -7.5 | 7.2%
7 | Cc1nn(-c2ccccc2)c(Cl)c1/C=N/Nc1nc2ccccc2n1C | -11.4% | 22.1% | 79.4* | -17.4% | 54.2* | 62.7 | 12.4%
8 | CCOC(=O)N1CC=C2C(C#N)=C(N)C(C#N)(C#N)[C@H](c3cccs3)C2C1 (stereo not given in full) | -14.3% | -18.4% | -11.6 | -9.8% | -0.8 | -26.1 | 6.0%
9 | CCCNC(=O)c1ccc(N2CCC3(CC2)CC(c2cccc(Br)c2)=NO3)c(NC(=O)c2c(Cl)cccc2Cl)c1 | ? | -13.3% | nt | nt | nt | -0.5 | 3.6%
10 | Cc1ccc(NC(=O)COC(=O)CCc2ccc(S(=O)(=O)N3CCOCC3)cc2)c(C)c1 | -16.2% | -5.8% | -5.3 | 0.1% | -1.8 | 76.0 | -1.9%
11 | COc1ccccc1-c1noc(CCC(=O)N2CCN(c3cc(C)ccc3C)CC2)n1 | nt | 133.5%[activator] | nt | nt | nt | 12.1 | 0.0%
12 | CCOc1ccc(S(=O)(=O)NCCCN2CCOCC2)cc1 | 0.2% | nt | -1.8 | -7.2% | 2.1 | -11.2 | -0.3%
13 | Cc1ccc(C(=O)N2CCCC2)cc1S(=O)(=O)N1CCCCC1 | 3.0% | 10.9% | -4.9 | nt | 13.1 | -29.6 | -16.5%
14 | CC1CCN(c2ccc3nnc(CCC(=O)N4CCCCC4)n3n2)CC1 | -3.5% | 19.7% | -3.2 | 10.9% | -2.6 | ? | -1.5%
15 | O=C(NCc1ccc(Cl)cc1)c1ccc(S(=O)(=O)N2CCCCC2)cc1 | ? | -23.7% | nt | nt | nt | -15.7 | 5.6%
16 | CCn1c(SCC(=O)Nc2ccc(C)cc2)nc2nc3c(cc2c1=O)CCCC3 | -14.9% | 9.4% | -8.5 | 0.6% | -4.9 | -39.8 | 9.8%
17 | CCCCNC(=O)c1c(N)n(CCCOC)c2nc3ccccc3nc12 | -8.4% | 143.5%[activator] | 23.6 | ? | 15.0 | -10.0 | 27.6%
18 | COc1ccc(C(=O)COC(=O)CSCc2c(C)noc2C)cc1OC | -15.6% | 17.1% | -5.0 | -9.4% | 9.2 | -8.7 | -0.7%
19 | Cc1c(Cl)cccc1Nc1ncccc1C(=O)OCC(O)CO (stereo not given) | -12.8% | -1.2% | 14.8 | -12.6% | -4.2 | nt | nt
20 | CCn1c(CNC(=O)c2ccccc2F)nnc1SCC(=O)NC1CCCCC1C (stereo not given) | -3.6% | -11.9% | -13.1 | 4.0% | 1.6 | ? | 1.3%
21 | CCOC(=O)c1ccc(NC(=O)CN2C(=O)C3C4C=CC(C4)C3C2=O)cc1 (stereo not given) | -9.9% | -10.4% | -19.7 | 1.9% | 0.7 | -19.0 | -4.7%
22 | O=C(NCC1CCCO1)C1CCCN(S(=O)(=O)c2cccc(C(F)(F)F)c2)C1 (stereo not given) | 4.5% | 1.8% | -1.8 | 10.4% | 4.2 | -11.5 | 1.6%
23 | COc1ccc(N2CCN(C(=O)Cc3ccc(S(=O)(=O)N4CCOCC4)s3)CC2)cc1 | -2.6% | 10.4% | -6.7 | -20.7% | 10.7 | -11.1 | -22.7%
24 | CCCCN=C(NNc1ccc(Br)cc1)C(=O)OCC | -0.7% | -9.5% | 1.0 | -6.6% | 1.8 | -28.6 | -9.5%[2.32 µM]
25 | CCN(CCCNC(=O)Cn1ncc2c([nH]c3ccc(C)cc32)c1=O)Cc1ccccc1 | 1.9%&6.5% | 1.6% | -2.1 | 3.6% | -3.2 | -7.5&-11.0 | -2.7%
26 | C=CCN(CC=C)c1nc2ccccc2nc1C(C#N)C(=O)OC(C)C (stereo not given) | -14.3% | -11.9% | 12.2 | -20.9% | -2.0 | -16.1 | -8.8%
27 | OCCC1CN(Cc2ccccc2OC2CCCC2)CCN1Cc1ccsc1 (stereo not given) | 7.7% | 81.0%[activator] | -21.1 | 3.1% | -1.3 | -17.4 | -5.6%
28 | O=C(c1ccc(N2CCCC2=O)cc1)N1CCN(c2ccccc2)CC1 | ? | -3.0% | -1.6 | 7.0% | 0.4 | ? | -2.6%
29 | Cc1cccc(OCc2n[nH]c(=S)o2)c1 | ? | -16.7% | -15.9 | -6.7% | -3.0 | -7.5 | 26.3%
30 | Fc1ccc(CSc2nnc(-c3cccs3)o2)cc1 | 7.9% | -17.7% | 100.7* | -2.2% | 65.1* | ? | 42.5%[activator]
31 | Cc1ccc(OCC(=O)Nc2ccc(C(N)=O)cc2)cc1 | 0.6% | -5.4% | 2.8 | 3.6% | -1.3 | 14.9 | 3.4%
32 | CCCNC(=O)CN1C(=O)COc2ccc(S(=O)(=O)N3CC(C)CC(C)C3)cc21 (stereo not given) | -0.8% | 39.8% | -7.0 | nt | -4.4 | -32.0 | -1.0%
33 | Cc1cccc(OCCCC(=O)O)c1 | -0.6% | -24.4% | 5.2 | 1.6% | -3.0 | 6.5 | -3.0%
34 | CCS(=O)(=O)N1CCC(C(=O)NCCc2ccc(C)cc2)CC1 | 9.3% | 1.3% | 13.3 | 2.6% | -3.9 | 64.0 | 2.5%
35 | NC(Cc1c[nH]c2ccc(OCc3ccccc3)cc12)C(=O)O (stereo not given) | 2.7% | -37.7% | 13.4 | -15.8% | 3.8 | -21.7 | 28.5%
36 | CN1CCN(/C(=N\O)c2nonc2N)CC1 | 10.8% | -0.5% | 22.3 | 7.9% | 16.7 | 9.1 | -3.0%
37 | CCN(CC)S(=O)(=O)c1cc(NS(=O)(=O)c2ccc(Cl)c(C(=O)O)c2)ccc1C | -10.3% | -43.4% | -8.4 | 16.0% | 10.4 | 14.1 | -3.6%
38 | CCOC(=O)c1sc2nc(CC(=O)OC)nc(NCc3ccco3)c2c1C | ? | 7.8% | 7.0 | -7.4% | -2.4 | -35.3 | 15.1%
39 | COC(=O)c1c(-c2ccccc2)csc1NC(=O)C1CC=CCC1C(=O)O (stereo not given) | ? | -16.1% | 15.8 | 22.1% | 2.1 | 4.0 | 25.6%
40 | O=C1CCCC(c2ccccc2)N1 (stereo not given) | ? | -5.0% | -5.5 | -0.5% | -3.1 | 41.9 | 0.2%
41 | Cc1cccc(N(CC(=O)NC2CCCC2)C(=O)CNC(=O)c2ccco2)c1C | ? | -3.8% | -9.1 | 4.7% | -1.8 | 49.6 | -2.6%
42 | CCOC(=O)C1CCCN(CC(=O)Nc2cc(C)cc(C)c2)C1 (stereo not given) | -0.6% | 6.6% | -14.4 | -6.9% | 6.1 | -22.3 | 14.0%
43 | CCn1cc(S(=O)(=O)CC(=O)Nc2ccc3c(c2)OCO3)c2ccccc21 | -4.5% | -42.6% | -3.9 | -14.2% | -1.0 | -27.4 | -2.3%
44 | COC(=O)C1=C(C)NC2=C(C(=O)c3ccccc32)C1c1ccc(-c2ccc(C(=O)O)cc2)o1 (stereo not given) | ? | -28.0% | 59.8 | -12.0% | 28.7* | nt | -11.4%
45 | CCCN(CCC)CCNC(=O)C1CCCN(S(=O)(=O)c2ccc3c(c2)oc(=O)n3C)C1 (stereo not given) | -7.8% | -7.8% | -14.8 | 7.7% | 7.5 | 30.8 | 4.7%
46 | CCN(CC)S(=O)(=O)c1ccc2[nH]c(=O)cc(C(=O)Nc3cccc(C(C)=O)c3)c2c1 | -11.8% | 27.5% | -5.2 | 0.5% | 1.2 | -14.2 | -1.0%
47 | COc1cccc(OCc2cc(C(=O)N(C)CCOc3ccc(C)cc3)no2)c1 | 5.8% | 30.4% | 75.4* | nt | 68.3* | 14.7 | 33.1%[activator]
48 | CCNC(=O)CC1SC(=Nc2ccc(C)cc2)N(CC)C1=O (stereo not given) | -6.0% | -4.1% | -2.1 | 6.0% | 2.7 | 56.6 | 2.2%
49 | COc1cccc(N(C(=O)Cn2nnc(-c3ccc(C)o3)n2)C(C(=O)NC2CCCC2)c2ccncc2)c1 (stereo not given) | 2.9% | 23.1% | -0.4 | 4.1% | -4.7 | -1.4 | 3.7%
50 | CCCn1c(SCC(=O)Nc2ccc(Cl)cc2F)nc(O)cc1=O | nt | -36.4% | nt | nt | nt | -34.7 | -4.8%
51 | Cc1nnc(SCC(=O)Nc2cc(Cl)ccc2Cl)n1CC1CCCO1 (stereo not given) | -3.8% | 3.4% | -3.6 | -4.9% | -4.9 | 8.9 | 7.2%
52 | CCc1c(O)cc2n(c1=O)-c1ccc(Cl)cc1C2(C)C | ? | -25.2% | 4.5 | 3.7% | -0.8 | -18.9 | -13.8%
53 | COCCn1c(SCC(=O)Nc2ccccc2OC)nc2ccccc2c1=O | ? | 43.0% | -5.6 | 10.6% | -1.5 | 20.4 | 3.8%
54 | O=C(c1ccccc1Cl)N1CCC(n2cccc2)CC1 | -9.1% | 90.9%[activator] | 0.2 | 2.8% | -2.5 | -4.0 | -3.7%
55 | O=C(NCc1ccncc1)c1cccc(Cn2cc(Br)cn2)c1 | 0.8% | -2.8% | -16.6 | -4.1% | -3.0 | 5.4 | -6.1%
56 | Cc1ccc(O)c(-c2cc(-c3ccccc3F)[nH]n2)c1 | -12.0% | -17.0% | 104.0* | -4.4% | 35.2* | 138.6 | -0.7%

Full records as entered above:
Results for `CCOC(=O)N1CC=C2C(C#N)=C(N)C(C#N)(C#N)[C@H](c3cccs3)C2C1` (stereo not given in full) : AmpC inh detg: -14.3%; AmpC no deterg: -18.4%; Shiga toxin inh: -11.6; FBPA Giardia inh: -9.8%; CHX counter: -0.8; HCMV inh: -26.1; AMA1-RON2 inh: 6.0%
Results for `CCCNC(=O)CN1C(=O)COc2ccc(S(=O)(=O)N3CC(C)CC(C)C3)cc21` (stereo not given) : AmpC inh detg: -0.8%; AmpC no deterg: 39.8%; Shiga toxin inh: -7.0; FBPA Giardia inh: nt; CHX counter: -4.4; HCMV inh: -32.0; AMA1-RON2 inh: -1.0%
